High-throughput results deposited in PubChem by several laboratories.
dFosB activator = activators of mouse delta FosB homodimer. P13346. purified delta FosB, TAMRA-CDK5 oligo fluorescence polarization; percent of positive-control signal above neutral wells. activation, % at 25 µM. actives 0.99% (n = 340,000). AID 493131;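 active = mean activation above about 17%, with every replicate also reaching it, limit read from the data, passing the limit was not always enough; inconclusive = only one of the two conditions met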;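 note: fluorescence polarization rise as delta FosB binds a TAMRA Cdk5 AP-1 oligo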
Target sequence (P13346 whole entry, looked up): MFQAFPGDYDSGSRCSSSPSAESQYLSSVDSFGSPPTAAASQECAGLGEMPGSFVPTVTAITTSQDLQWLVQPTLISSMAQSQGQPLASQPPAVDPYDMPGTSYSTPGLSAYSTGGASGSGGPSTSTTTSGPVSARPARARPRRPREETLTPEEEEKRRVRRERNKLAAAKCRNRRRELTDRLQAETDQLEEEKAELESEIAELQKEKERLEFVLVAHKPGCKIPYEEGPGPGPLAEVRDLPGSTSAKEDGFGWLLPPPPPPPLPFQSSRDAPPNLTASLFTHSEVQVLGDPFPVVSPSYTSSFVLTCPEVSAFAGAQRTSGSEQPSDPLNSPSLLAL
Wnt act = Wnt/beta-catenin pathway activation. activation, % at 9.35 µM. Wnt/beta-catenin reporter cell assay, activator, plate reader. actives 1.2% (n = 300,000); in the data active = activation above about 30%, passing the limit was not always enough; inconclusive = no clear call, values can overlap the other calls;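 note: 0% = neutral control wells and 100% = positive control wells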
CAL PDZ FP-1 = inhibitors of human CAL PDZ peptide binding; Q9HD26; purified CAL PDZ, TMR-peptide fluorescence polarization, 1 h; inhibition, % at 24.9 µM; actives 0.92% (n = 300,000); AID 602252;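 active = mean inhibition of at least 30% with at least half of replicates also reaching 30%; inconclusive = no clear call, values can overlap the other calls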;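 note: 0% = DMSO neutral control and 100% = excess unlabeled competitor peptide PRC23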
MITF act = MITF TRPM1 promoter activation in melanoma cells | SK-MEL-5 TRPM1-promoter luciferase, 24 h; % of positive control, neutral wells = 0 | activation, % at 12.5 µM | actives 0.75% (n = 300,000) | AID 588334;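 active = mean activation of at least 80% with every replicate also reaching 80%; inconclusive = mean reaches 80% but some replicate falls short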;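 note: 0% = neutral control wells and 100% = parthenolide positive control wells; values of inactives mirror those of a sister screen read the other way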
CAL PDZ FP-2 = inhibitors of human CAL PDZ peptide binding | actives 0.02% (n = 330,000) | Q9HD26 | purified CAL PDZ, TMR-peptide fluorescence polarization, 1 h | AID 504414 | inhibition, % at 20 µM;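 active = highest replicate inhibition of at least 40%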;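 note: plate controls were DMSO neutral control wells for no effect and unlabeled competitor peptide control wells for full effect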
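Material: tagged CAL PDZ domain; buffer or medium: 25 mM sodium phosphate pH 7.4, 150 mM NaCl, TCEP, IgG, Thesit; compound dosing: single point, 20 µM; schedule: 1 h incubation at room temperature before polarization reading; measured by: FP readout, S and P plane fluorescence; read-out basis: percent inhibition from loss of millipolarization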
V-ATPase pH = alters yeast V-ATPase proton transport; S. cerevisiae, pHLuorin cytosolic pH fluorescence; response, % at 10 µM; actives 0.37% (n = 350,000); AID 504577; in the data active = response mostly above about 7.3%, no sharp cut-off; inactive = mostly below about 5.4%; note: actives read high; inactives centre near 0; some compounds called inactive have numbers as strong as hits; reference of the scale not given here
Rtt109 Vps75 = C. albicans Rtt109 histone acetyltransferase inhibition. Q5AAJ8. purified Rtt109/Vps75, ThioGlo CoA-SH fluorescence, 4 h. inhibition, % at 34.9 µM. actives 0.16% (n = 330,000). AID 540336;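 active = inhibition of at least 50% in every replicate; inconclusive = best replicate reaches 50% inhibition but some replicates fall short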
Target sequence (Q5AAJ8 whole entry, looked up): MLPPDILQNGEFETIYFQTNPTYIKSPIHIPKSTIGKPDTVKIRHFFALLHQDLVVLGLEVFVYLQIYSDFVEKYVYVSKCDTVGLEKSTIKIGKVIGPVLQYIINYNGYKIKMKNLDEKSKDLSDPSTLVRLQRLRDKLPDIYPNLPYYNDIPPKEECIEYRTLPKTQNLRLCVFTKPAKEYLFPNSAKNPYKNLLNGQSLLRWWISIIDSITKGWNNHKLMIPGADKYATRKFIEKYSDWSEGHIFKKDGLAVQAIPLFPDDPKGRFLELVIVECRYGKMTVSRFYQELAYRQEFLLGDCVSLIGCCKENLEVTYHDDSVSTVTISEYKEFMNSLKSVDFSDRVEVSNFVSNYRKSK
RTF Ca sens act = increases calcium sensitivity of human cardiac regulated thin filaments; activation, % at 7.2 µM; IANBD-labeled TnC RTF fluorescence at EC20 calcium; 0% EC20 calcium, 100% full calcium; P19429+P45379; actives 0.24% (n = 340,000); AID 493008;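 active = activation above the mean over all tested compounds plus 3 SD, cut at about 30% in these data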;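 note: rise in fluorescence read as greater calcium sensitivity of cardiac thin filaments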
CDK5 inh = blocks human CDK5/p35 kinase activity | Recombinant CDK5/p35, ADP-Glo luminescence, 60 min | actives 0.01% (n = 330,000) | inhibition, % at 10 µM;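 active = highest replicate inhibition of at least 50% and at least 75% of replicates reaching 50%; inconclusive = only one of the two criteria met; inactive = both criteria failed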;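 note: plate controls were DMSO neutral control for no effect and GW8510 at 10 µM for full effect; many of its hits are not listed in these tables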
Tat transport = blocks Tat-dependent protein export in E. coli | actives 0.036% (n = 340,000) | inhibition, % at 10 µM | E. coli MC4100 TorA-mCherry Tat export, fluorescence;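 active = mean replicate inhibition at least 50% and at least half of replicates individually reaching 50%; inconclusive = only one of the two criteria met; inactive = neither criterion met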;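 note: exported cargo escapes ClpAP degradation while cytoplasmic cargo is degraded and loses fluorescence; 0% = median of neutral control wells and 100% = median of NaSCN control wells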
Active calls of the source: *; ? = inconclusive; . = not tested or not shown.

CAL PDZ FP-1	CAL PDZ FP-2	V-ATPase pH	MITF act	CDK5 inh	Tat transport	Wnt act	dFosB activator	Rtt109 Vps75	RTF Ca sens act	Molecule
-5	-1.5	-3	6	0.0	2	2	-10	-3	1	COc1ccc(NC(=O)CN(C)C(=O)Cc2ccc(-c3ccccc3)cc2)cc1
-3	-0.6	-1	6	-0.1	-2	.	-5	-10	-6	O=C(CCCN1C(=O)c2ccccc2C1=O)Nc1nccs1
-3	0.1	-6	.	-3.7	3	.	-10	1	2	O=C1N=C(N2CCOCC2)S/C1=C/c1ccc(-c2ccccc2Cl)o1
4	0.7	1	-12	-0.5	-6	-1	-2	3	-2	Cc1cc(C)nc(NS(=O)(=O)c2ccc(NC(=S)NC(=O)c3ccco3)cc2)n1
29	-0.4	-3	-1	.	5	0	-9	2	-1	CCC(C)NC(=O)CNC(=O)Cn1c(C)cc2ccccc2c1=O (stereo not given)
5	-0.1	2	-4	0.1	2	0	3	1	.	O=C(CCC(=O)NNC(=O)c1ccccc1[N+](=O)[O-])NCc1ccccc1
-3	-2.0	4	-1	0.9	1	.	0	-6	2	CC1=CC(C)(C)NC(=S)N1c1cccc2ccccc12
8	0.2	-5	7	-0.6	4	-2	-6	1	2	O=C(CC1C(=O)NCCN1Cc1cccc(Oc2ccccc2)c1)NCCn1cccn1 (stereo not given)
0	-2.5	.	11	-0.3	4	-3	-2	.	-1	CC1(C)CC(=O)N(Cc2ccccc2)C(=O)C1
6	.	-3	-17	-0.8	7	-2	-11	-1	4	CCOC(=O)CSc1nnc(CNC(=O)c2cccs2)n1-c1cc(OC)ccc1OC
-7	-2.8	1	15	-1.1	-4	-3	12	0	5	Cn1c(CN2CCOCC2)nnc1SCC(=O)Nc1cccc(C(F)(F)F)c1
-5	-1.6	-2	-5	0.3	14	-11	-4	5	-8	COCC(C)n1c(SCc2ccc(C(=O)OC)cc2)nc2ccccc2c1=O (stereo not given)
-1	-0.4	3	1	1.0	-4	-4	-3	-4	1	O=C(NCc1ccccc1)c1onc(CSc2ccc(F)cc2)c1C(=O)NCCCN1CCOCC1
3	-1.3	-1	11	0.1	-7	0	-1	-3	3	Cn1c(N)c(C(=O)COC(=O)c2ccccn2)c(=O)n(C)c1=O
-6	0.0	3	-20	-1.1	-11	0	1	3	1	NC(=O)C[n+]1cccc(/C=N/O)c1
-2	-0.4	1	8	-1.3	0	0	4	2	-5	O=C(NC1CC1)C(Cc1ccccc1)NS(=O)(=O)c1ccccc1F (stereo not given)
-6	.	-7	2	-0.5	1	-5	-1	18	6	Cc1ccc(C(=O)CC(C(=O)O)n2ccc(C)n2)cc1 (stereo not given)
-4	1.0	1	34	0.7	-1	.	-3	8	6	O=C(Nc1ccc(OCc2ccccc2)cc1)c1cccc([N+](=O)[O-])c1
-2	-2.1	1	0	0.0	8	7	0	-6	7	COc1cccc(NCc2ccc([N+](=O)[O-])s2)c1
.	-1.2	-2	15	-0.4	4	.	-1	5	-5	COc1cc(/C=N/Nc2snc(SC)c2C#N)ccc1O
.	-1.5	0	17	0.7	-8	.	-6	-6	-2	CCN(Cc1cc2cc(OC)ccc2[nH]c1=O)C(=O)Cc1ccc(OC)cc1
1	-2.4	1	-5	0.4	0	-1	-2	.	-3	c1ccc2c(c1)N1CCCN=C1N2CCN1CCCCC1
-2	2.1	-1	23	-1.6	1	-3	-3	3	1	CCOc1ccccc1NC(=O)Nc1cccc(NC(C)=O)c1
-2	-1.8	-1	6	-1.1	1	.	-4	27	7	O=C(CCN1C(=O)c2ccccc2C1=O)Nc1ccc2c(c1)OCCO2
0	-3.2	-2	-16	1.3	-5	-4	3	13	0	O=C(NNC(=S)NCc1ccco1)c1cccs1
-4	-1.8	5	-1	-2.7	-5	-1	-1	-4	-5	COc1ccccc1S(=O)(=O)N1CCC(C(=O)O)(c2ccccc2)CC1
-1	-1.8	0	-3	-0.3	2	1	-5	.	1	CC1=CCn2c(=O)c3ccccc3c(=O)n2C1
-3	0.9	-2	.	0.1	-9	-2	-7	-10	-1	Cc1ccc(C(C(=O)NCc2ccco2)N(CCc2ccccc2)C(=O)Cn2nnc3ccccc32)o1 (stereo not given)
.	-1.8	-2	-70	-2.2	8	-5	0	3	7	O=C(O)c1ccccc1C(=O)Nc1ccc(Oc2cccc3ccccc23)cc1
-4	-2.1	1	7	0.1	7	-2	3	6	-1	COc1cccc(C2=CC(=O)C[C@H](c3ccc(Cl)cc3)C2)c1OC
-2	-3.0	7	-18	-2.3	0	.	-12	0	9	COc1cc(C(=S)N2CCOCC2)ccc1OC(=O)Cc1ccc(F)cc1
-1	2.9	-3	3	0.2	3	1	1	14	1	Cc1ccc(S(=O)(=O)n2c(C)nc3ccccc32)cc1
-4	-1.2	1	-13	-0.3	2	-4	-14	4	1	COc1ccc(Cl)cc1NC(=O)CSc1sc2c(O)cc(=O)[nH]c2c1C#N
-3	-2.1	-2	-2	-7.9	27	.	-3	6	10	Cc1ccc(Oc2ccc(Cl)cc2NC(=O)c2cnccn2)cc1
1	-0.3	8	76	-1.6	-1	14	-3	3	-3	O=C(Nc1ccccc1[N+](=O)[O-])C1COc2ccccc2O1 (stereo not given)
-2	-0.5	2	-1	-2.1	-8	-1	-11	7	-12	CC(C)COC(=O)c1ccc(N2C(=O)c3ccccc3C2=O)cc1
-1	-0.3	-1	4	1.4	-1	1	2	2	5	CNC[C@H]1Oc2ccc(NC(=O)C3CCCCC3)cc2CC(=O)N([C@H](C)CO)C[C@@H]1C
17	-0.2	-2	-8	-0.4	20	0	2	8	-7	CCO[C@H]1OC(C(=O)N2CCN(C)CC2)=C[C@@H](c2ccc3c(c2)OCO3)[C@@H]1CCCO
-2	-2.9	-1	19	-0.8	?	-2	4	-7	0	CC(=O)c1cc(CN2CCN(C3CCCCC3)C(CCO)C2)cs1 (stereo not given)
-1	-2.1	1	.	0.3	6	.	-7	.	0	COc1ccccc1CNc1nc2nc3c(c(=O)n2[nH]1)CCC3
0	-1.0	-2	-14	-0.1	4	-1	-1	5	0	O=C(CNCCc1ccc(Cl)cc1Cl)NCc1ccco1
26	-0.3	-2	2	-0.8	?	-4	-7	11	9	C#CCOCCOCCOCCNc1nc(N2CCOCC2)nc(N2CCN(C(=O)[C@H](CO)n3cc([C@@H](N)C(C)C)nn3)CC2)n1
-5	.	-3	-4	1.8	2	.	-13	15	3	Cc1occc1-c1nnc(SCC(=O)NCc2ccco2)n1CC(C)C
-3	-1.7	-4	-4	-1.2	-2	-1	-12	-4	1	O=C(c1ccco1)c1nnn(Cc2ccccc2)c1-c1ccccc1
5	-0.4	2	1	-1.3	-7	0	-7	12	-5	CCC(C)N(C(=O)Cn1nnc2ccccc21)C(C(=O)NCc1ccco1)c1cccc(OC)c1 (stereo not given)
1	-1.0	0	15	0.1	-4	-3	-8	-1	-1	O=C(C[C@H]1C/C=C\CCCCC(=O)OC[C@H]2CCCN2C1=O)N[C@H](CO)Cc1ccccc1
0	-0.7	0	-2	-0.1	-7	-2	5	3	-2	CC(=O)Nc1ccc(NC(=O)CCCc2c[nH]c3ccccc23)cc1
-3	-1.1	-2	.	1.5	-1	.	3	-3	-4	COc1ccccc1-c1nc(C#N)c(N2CCCCCC2)o1
-3	0.7	6	2	0.1	5	0	-9	-3	-1	O=C(CCCn1cc([N+](=O)[O-])cn1)Nc1cccnc1
-1	-2.0	-3	-6	0.1	-3	-5	3	-4	1	CCOC(=O)C1CCCN(Cc2ccc(OCC)cc2)C1 (stereo not given)

A draw from above in order of SMILES length, rising.
CAL PDZ FP-1	CAL PDZ FP-2	V-ATPase pH	MITF act	CDK5 inh	Tat transport	Wnt act	dFosB activator	Rtt109 Vps75	RTF Ca sens act	Molecule
0	-1.0	-2	-14	-0.1	4	-1	-1	5	0	O=C(CNCCc1ccc(Cl)cc1Cl)NCc1ccco1
-3	-1.1	-2	.	1.5	-1	.	3	-3	-4	COc1ccccc1-c1nc(C#N)c(N2CCCCCC2)o1
-1	-2.1	1	.	0.3	6	.	-7	.	0	COc1ccccc1CNc1nc2nc3c(c(=O)n2[nH]1)CCC3
1	-0.3	8	76	-1.6	-1	14	-3	3	-3	O=C(Nc1ccccc1[N+](=O)[O-])C1COc2ccccc2O1 (stereo not given)
-2	-0.5	2	-1	-2.1	-8	-1	-11	7	-12	CC(C)COC(=O)c1ccc(N2C(=O)c3ccccc3C2=O)cc1
.	-1.8	-2	-70	-2.2	8	-5	0	3	7	O=C(O)c1ccccc1C(=O)Nc1ccc(Oc2cccc3ccccc23)cc1
5	-0.4	2	1	-1.3	-7	0	-7	12	-5	CCC(C)N(C(=O)Cn1nnc2ccccc21)C(C(=O)NCc1ccco1)c1cccc(OC)c1 (stereo not given)
-3	0.9	-2	.	0.1	-9	-2	-7	-10	-1	Cc1ccc(C(C(=O)NCc2ccco2)N(CCc2ccccc2)C(=O)Cn2nnc3ccccc32)o1 (stereo not given)
17	-0.2	-2	-8	-0.4	20	0	2	8	-7	CCO[C@H]1OC(C(=O)N2CCN(C)CC2)=C[C@@H](c2ccc3c(c2)OCO3)[C@@H]1CCCO
26	-0.3	-2	2	-0.8	?	-4	-7	11	9	C#CCOCCOCCOCCNc1nc(N2CCOCC2)nc(N2CCN(C(=O)[C@H](CO)n3cc([C@@H](N)C(C)C)nn3)CC2)n1

The list continues.
CAL PDZ FP-1	CAL PDZ FP-2	V-ATPase pH	MITF act	CDK5 inh	Tat transport	Wnt act	dFosB activator	Rtt109 Vps75	RTF Ca sens act	Molecule
-4	1.7	-2	-68	6.1	-3	9	-12	7	-5	N#C/C(N=Nc1ccccc1O)=N\Nc1ccccc1O
-2	-1.6	-1	10	1.0	7	-2	-6	0	3	O=C(NC1CC1)c1ccc2c(c1)N(Cc1ccc(Cl)cc1)CCS2
-3	-1.7	5	-32	4.8	-5	10	-5	-1	-4	Fc1ccc(NC(=S)Nc2cccc3cnccc23)cc1
7	-2.1	-3	-2	1.4	-3	1	-9	15	8	Cc1ccnc(SCC(N)=O)n1
-3	-0.2	-3	-14	-0.1	5	-1	-11	-6	2	O=C(Nc1ccc(N2CCOCC2)cc1)c1ccc(COc2ccccc2)cc1
.	1.3	-2	3	-2.3	30	.	-13	-3	11	COC(=O)c1ccc(Oc2nc(Nc3ccc(C)c(C)c3)nc(N(C)C)n2)cc1
-6	-2.1	-1	-4	-0.3	1	0	-3	9	-3	COc1ccc(OC)c(CCNC(=O)c2nn(C)c3c2CS(=O)(=O)c2ccccc2-3)c1
